Compound activity as filed in PubChem BioAssay.
DRD3 antagonist: blocks the human D3 dopamine receptor | P35462 | D3R cells, DiscoveRx beta-arrestin luminescence, antagonist mode; hits give low values | max response, negative = inhibition, % | 360,000 compounds, 2.5% hits; in the data active = max response below about -50%; inconclusive = no clear call, values can overlap the other calls; note: % is set by controls: 0 for no effect and ±100 for the full control effect; mostly tested at two doses, the higher about 12 µM
Target sequence (P35462 whole entry, looked up): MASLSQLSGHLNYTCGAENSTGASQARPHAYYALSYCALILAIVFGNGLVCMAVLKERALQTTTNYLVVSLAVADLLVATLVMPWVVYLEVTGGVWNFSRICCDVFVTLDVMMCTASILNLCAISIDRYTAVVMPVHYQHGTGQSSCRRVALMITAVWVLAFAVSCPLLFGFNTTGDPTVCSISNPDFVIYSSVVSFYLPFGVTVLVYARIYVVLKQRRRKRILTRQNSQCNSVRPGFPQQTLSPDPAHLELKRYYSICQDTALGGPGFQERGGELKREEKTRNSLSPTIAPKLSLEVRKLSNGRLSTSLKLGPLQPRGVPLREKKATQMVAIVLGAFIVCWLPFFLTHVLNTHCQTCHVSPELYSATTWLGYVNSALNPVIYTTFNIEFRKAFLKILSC
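Cells expressing the human receptor were seeded at 1500 cells/well, incubated overnight at 37 degrees C in 5% CO2, then exposed to library compounds with dopamine controls for 90 minutes at 37 degrees C before luminescent detection.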
Akt phos inh: inhibitors of Akt phosphorylation. Neuro2A IGF-stimulated pAkt S473 HTRF, 20 min; hits give low values. activity change, % for hits at 50 µM. AID 651550. 360,000 compounds, 0.32% hits; in the data active = activity change below about -80%; inconclusive = mostly about -51% to -80%; note: % is set by controls: 0 for no effect and ±100 for the full control effect
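Single-point screen (50 µM final compound) in Neuro2A cells stimulated 20 min with 6 nM IGF at 37 deg C. After lysis, Ser473-phosphorylated Akt read by HTRF (ex 330 nm, em 615/665 nm) as the 665/615 ratio.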
FUS suppressor: rescues growth of FUS-expressing yeast | S. cerevisiae FUS-expressing, growth rescue, OD600, 24 h | Potency, µM (top dose mostly 76.6 µM), inactives show top-dose growth rescue (activation), usual class: activators | 390,000 compounds, 0.24% hits;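 note: potency is the fitted concentration of half-maximal effect; plate controls were DMSO vehicle for no effect and reference control for full effect; nearly all actives have a fitted effect of over 55% in size; some results filed as inactive show a strong effect at the top dose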
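Yeast expressing FUS under galactose induction, OD 0.005 in 2% galactose medium; compounds in a dilution series, 24 h at 30C. Growth rescue by absorbance at 600 nm; CP55940 positive control, DMSO negative.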
TDP43 rescue: TDP-43 toxicity inhibition in yeast; TDP-43 expressing yeast growth rescue, BacTiter-Glo, 24 h; Potency, µM (top dose mostly 46.1 µM), without a hit: at the top dose growth rescue (activation), most hits filed as activators; 410,000 compounds, 1.8% hits; AID 652104; note: potency is the fitted concentration of half-maximal effect; % of control where 0% means no effect; nearly all actives have a fitted effect of over 50% in size
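In this qHTS, compounds that restore growth of yeast expressing TDP-43 appear as activators. Cells (OD600=0.02, galactose medium, raffinose-pregrown) are incubated with compound 24 hr at 30 deg C and growth is quantified by BacTiter-Glo.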
PTHR1 agonist: PTHR1 (human) receptor agonism; Q03431; HEK293 GP2 PTHR1 cells, GloSensor cAMP luminescence, 1 h; Potency, µM (titrated, usually from 115 µM), for the others: top-dose activation, usual class: activators; 410,000 compounds, 0.075% hits; AID 743266; note: potency is the fitted concentration of half-maximal effect; nearly all actives have a fitted effect of over 55% in size; some results filed as inactive show a strong effect at the top dose; inactives centre near -15; many of its hits are not listed in these tables
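HEK-293-derived GP2 cells expressing PTHR1 and a GloSensor cAMP reporter, 3,000/well, plated overnight, given luciferin plus IBMX (each 0.5 mM as added) for 1 h at 37 °C, then compound for 1 h at 37 °C. Luminescence was read after 15 min at room temperature.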
aSyn yeast inh: inhibitors of alpha-synuclein toxicity in yeast. Yeast expressing alpha-synuclein, growth rescue, BacTiter-Glo, 24 h. Potency, µM (series often up to 46.1 µM), without a hit: top-dose growth rescue (activation), actives largely listed as activators. 370,000 compounds, 0.14% hits. AID 652106; note: potency is the fitted concentration of half-maximal effect; % of control where 0% means no effect; nearly all actives have a fitted effect of over 65% in size
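Readout is rescue of growth in alpha-synuclein-expressing yeast, so inhibitors of toxicity appear as activators. Growth after 24 hr at 30 deg C in galactose medium is quantified by luminescence.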
Abeta rescue: restores growth of yeast expressing A-beta42 peptide | yeast expressing A-beta42, growth rescue, OD600, 48 h; response scale: 0% DMSO, 100% iron-clioquinol control | Potency, µM (series often up to 46.1 µM), without a hit: at the highest dose growth rescue, usual class: activators | 410,000 compounds, 0.063% hits; note: potency is the fitted concentration of half-maximal effect; nearly all actives have a fitted effect of over 55% in size
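Growth rescue measured by 600 nm absorbance after 48 h yeast culture at 30 C with compound. Values normalized between DMSO and an equimolar ferric chloride plus clioquinol control.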
GLP1R inv ag: acts as inverse agonist at human GLP-1 receptor; Potency, µM (highest dose often 38.3 µM), for inactives: at the top dose activity change, negative = inhibition, most hits filed as inhibitors; P43220; 410,000 compounds, 1.6% hits; HEK293 GLP-1R CRE-luciferase, luminescence, 24 h; GLP-1R form is constitutively active; note: potency is the fitted concentration of half-maximal effect; % is set by controls: 0 for no effect and ±100 for the full control effect; nearly all actives have a fitted effect of over 55% in size
Target sequence (P43220 whole entry, looked up): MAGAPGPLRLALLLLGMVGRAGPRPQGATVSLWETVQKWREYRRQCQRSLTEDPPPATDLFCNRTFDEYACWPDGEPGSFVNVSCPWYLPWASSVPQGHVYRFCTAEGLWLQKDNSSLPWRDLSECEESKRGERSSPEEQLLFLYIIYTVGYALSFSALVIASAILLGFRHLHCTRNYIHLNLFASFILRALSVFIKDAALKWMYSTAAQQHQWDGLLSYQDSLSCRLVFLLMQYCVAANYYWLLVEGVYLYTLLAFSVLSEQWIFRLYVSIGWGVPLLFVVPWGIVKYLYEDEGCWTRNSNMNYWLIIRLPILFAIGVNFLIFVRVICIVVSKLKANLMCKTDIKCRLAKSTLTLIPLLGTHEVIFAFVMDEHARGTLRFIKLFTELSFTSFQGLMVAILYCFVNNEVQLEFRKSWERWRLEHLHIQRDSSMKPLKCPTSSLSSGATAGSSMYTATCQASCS
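Constitutively active GLP-1R drives a cAMP-responsive luciferase in stably transfected HEK293 cells; test compounds are added after overnight (12 h) attachment and left 24 hr, and signal loss in luminescence marks inhibition.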
GLP-1R agonist: activates the human GLP-1 receptor. 380,000 compounds, 0.007% hits. HEK293 GLP-1R CRE-luciferase, luminescence, 4-6 h; cells express a hypersensitive GLP-1R form. Potency, µM (doses to about 45.6 µM), for the others: at the top dose activation, hits mostly activators; note: potency is the fitted concentration of half-maximal effect; % of control where 0% means no effect
An asterisk follows results filed as active; i = inactive; ? = inconclusive; · = no result given; & = joins results of further samples; [ ] = remark or other dose. Unless noted, calls come from the whole dose curve; as a rule, active = well fitted curve in the direction sought with a large enough effect; inconclusive = small, poorly fitted or top-dose-only effect, or another doubt; inactive = no such curve, though single readings can be large; an effect the other way counts as inactive or inconclusive.

SMILES	DRD3 antagonist	Akt phos inh	FUS suppressor	TDP43 rescue	PTHR1 agonist	aSyn yeast inh	Abeta rescue	GLP1R inv ag	GLP-1R agonist
COc1ccc(N2C(=O)C3C(c4ccc(OC)cc4O)NC(Cc4ccccc4)(C(=O)O)C3C2=O)cc1 (stereo unspecified)	?	i	?	-11%[9.22 µM]	-8%	-3%	12%	6%	5%
CCN1/C(=C2\OC(=S)N(C)C2=O)Sc2ccccc21	1	i	-8%	4%	i	?	5%	20%	-6%
COc1ccc(C(=O)c2c3ccc(C(F)(F)F)cc3[n+]([O-])n2CCCC(N)=O)cc1	-9	i	-5%	3%	-7%	6%	-3%	-1%	11%
O=S1(=O)CC(N2CCN(c3ccccn3)CC2)CN1Cc1ccccc1 (stereo unspecified)	-8	i	-31%	14%	-9%	6%	-10%	0%	2%
CCn1c(SCC(=O)Nc2nc(C)cs2)nnc1C(NC(=O)c1ccccc1Cl)C(C)C (stereo unspecified)	0	i	55%	-14%	-18%[57.5 µM]	-2%	-2%	9%	-15%
CCN1C(=O)CC(C(=O)Nc2ccc(F)cc2)SC1=Nc1ccc2c(c1)OCO2 (stereo unspecified)	27	i	5%	6%	-2%[57.5 µM]	-14%	13%	?	-8%
O=C(O)/C=C/C(=O)Nc1cccnc1	0	i	13%	-10%	i	0%	-10%	12%	0%
Cc1[nH]c(=O)[nH]c(=O)c1N1CCOCC1	8	i	-3%	6%	i	0%	4%	17%	-3%
COCOc1ccc(C=O)c(OCOC)c1	20	i	-10%	25%	-3%	7%	-9%	-17%	11%
COc1ccc2nc(SCC(=O)Nc3ccc(S(=O)(=O)Nc4nccc(C)n4)cc3)[nH]c2c1	-10	i	7%	-4%	i	-1%	-6%	-5%	11%
NC(=O)c1cc2ccc(O)cc2oc1=Nc1ccccc1	15	i	-4%	-39%[inhibitor]	-93%[inhibitor]	-21%	-66%[inhibitor]	4%	24%
CS(=O)(=O)N1CCN(c2ccccc2NC(=S)NC(=O)c2ccco2)CC1	9	i	6%	15%	i	0%	17%	?	-4%
CCN1C(=O)/C(=C/c2cccs2)N(C)C1=S	-14	i	-2%	0%	-6%	-1%	7%	0%	1%
Cc1cccc(NC(=O)c2ccc(S(=O)(=O)NCc3cccnc3)cc2)c1	-1	i	17%	-9%	-4%	-1%	-2%	9%	0%
CN(C(=O)Nc1ccccc1)C1CCS(=O)(=O)C1 (stereo unspecified)	21	i	-6%	11%	i	6%	6%	30%[activator]	-8%
Cc1ccc(NC(=S)N(CCCN2CCOCC2)Cc2cccnc2)cc1C	17	i	1%	27%	-31%[inhibitor]	1%	11%	17%	8%
O=C1c2cccc3cccc(c23)C(=O)N1OS(=O)(=O)c1ccccc1	-3	·	-14%	9%	i	0%	8%	6%	-12%
CC(C)CNS(=O)(=O)c1ccc(S(=O)(=O)NC2CCOC(C)(C)C2)cc1 (stereo unspecified)	6	i	11%	-8%	-23%[57.5 µM]	0%	10%	0%	-1%
COc1ccccc1N1CCN(S(=O)(=O)c2ccc(-n3cnnn3)cc2)CC1	-3	·	11%&25%	10%&7%	i	5%	-21%&-14%	-18%&12%	2%
CC(=O)c1c(C)oc2ccc(NS(=O)(=O)c3ccc(C)cc3)cc12	9	i	-6%	-9%	-16%	-7%	5%	-16%	19%
O=C(CNC(=O)COc1ccccc1)NCc1ccccc1F	-4	i	-18%	0%	-9%	-6%	-7%	0%	-4%
Cc1ccc(C(=O)Nc2cccc3ccccc23)cc1	4	i	0%	22%	-23%	7%	0%	?	11%
Cc1c(NC(=O)c2cc3nc(-c4ccc(Cl)cc4)cc(C(F)(F)F)n3n2)c(=O)n(-c2ccccc2)n1C	-10	i	-8%	-18%	5%[57.5 µM]	2%	18%	14%	1%
CCNC(=S)N1CCN(S(=O)(=O)c2ccc(Cl)s2)CC1	4	i	28%	0%	-31%	8%	3%	-40%	1%
Cc1cc(S(=O)(=O)N2CCOCC2)ccc1OCC(=O)Nc1cccc(C(F)(F)F)c1	-9	i	7%	-6%	-3%	-1%	-4%	14%	7%
CCOc1ccc(/C=N/NC(=O)C(=O)N2CCCCCC2)c2ccccc12	-8	i	33%	25%	-26%	17%	8%	?	26%
N#Cc1ccccc1OCC(=O)Nc1cc(S(=O)(=O)N2CCCCC2)ccc1N1CCOCC1	-16	i	·	?	-1%	-3%	2%	4%	3%
CSc1nccc(NC(=O)c2ccc(C(C)(C)C)cc2)n1	37	i	29%	?	-49%[inhibitor]	-36%[inhibitor]	-89%[inhibitor]	?	10%
C#CCOCCOCCOCCNc1nc(N2CCOCC2)nc(N2CCN(C(=O)[C@H](CCC(=O)O)n3cc(C(N)Cc4ccc(O)cc4)nn3)CC2)n1 (stereo partly specified)	7	i	1%	-3%	-12%	-5%	-12%	9%	0%
C=CCn1c(Cc2csc(N)n2)nnc1SCc1ccc(C(=O)OC)cc1	15	i	14%	-6%	-26%[57.5 µM]	-11%	4%	2%	2%
Cc1ccc(N(C(=O)Cc2cccs2)C(C(=O)NC2CCCCC2)c2ccccn2)cc1C (stereo unspecified)	6	i	?	0%	i	8%	17%	?	9%
CCOc1ccc(OCC)c(NC(=O)C2COc3ccccc3O2)c1 (stereo unspecified)	18	i	6%	13%	i	1%	-3%	?	16%
Cc1noc(C)c1CSc1nnc2scc(-c3ccc(Cl)cc3)n12	-11	i	20%	-3%	-15%[57.5 µM]	1%	4%	57%[activator]	12%
COc1ccc(NC(=O)Cn2c(=O)n(CCC(=O)NCC3CCCO3)c(=O)c3cc(OC)c(OC)cc32)cc1 (stereo unspecified)	-11	i	17%&13%	11%&9%	-18%&-16%	-4%	-24%&-6%	6%&3%	5%
Cc1c(NC(=O)C(C)OC(=O)CNC(=O)c2ccc(C(C)(C)C)cc2)c(=O)n(-c2ccccc2)n1C (stereo unspecified)	7	i	8%	4%	-14%[57.5 µM]	2%	16%	-7%	2%
CCOc1ccc(C(Nc2ccc(C)cc2)P2(=O)OCCCO2)cc1 (stereo unspecified)	21	·	9%	-18%	-4%[57.5 µM]	1%	-5%	?	5%
CC(C)(C)C(=O)NNC(=O)COc1ccc2ccccc2c1Br	0	i	-17%	?	-25%	0%	16%	-4%	-1%
CN(c1ccc(C(=O)Nc2ccc3c(c2)OCCO3)cc1)S(C)(=O)=O	-18	i	-2%	-17%	0%	-4%	-6%	8%	-3%
CC(C)S(=O)(=O)c1csc(NC(=O)Nc2cccc([N+](=O)[O-])c2)c1Cl	-6	i	1%	11%	i	1%	6%	-1%	1%
COc1ccc(CCNC(=O)C2CCC(CNc3c(N4CCCC4)c(=O)c3=O)CC2)cc1OC (stereo unspecified)	-9	i	5%	1%	i	5%	5%	14%	3%
Cc1cccc(C(C)C)c1NC(=O)Cn1c(=O)oc2cc(S(=O)(=O)N3CCCC3)ccc21	·	·	14%	5%	-14%	·	-9%	?	·
CC(=O)c1c(C)[nH]c(C(=O)COc2cc(C)cc(C)c2)c1C	34	i	39%	-8%	-3%[57.5 µM]	1%	3%	3%	4%
CCN1CCN(Cc2ccc(NC(=O)c3ccc(C)c(NC(=O)c4cccc5[nH]ccc45)c3)cc2C(F)(F)F)CC1	-12&-15	i	?	23%&-11%	-31%[inhibitor]	2%&-3%	-6%&-8%	?	-4%&-3%
COc1ccccc1NC(=O)CCSc1nnnn1C	1	i	-1%	7%	i	3%	-1%	0%	-6%
O=C(COC(=O)C1CCN(S(=O)(=O)c2cc([N+](=O)[O-])ccc2Cl)CC1)Nc1ncc(Cl)cc1Cl	-13	i	44%	?	i	15%	13%	18%	-4%
Cc1nc2ccccc2c(C)c1CC(=O)N(CC(C)C)c1c(N)n(Cc2ccccc2)c(=O)[nH]c1=O	1	i	31%	-13%	-36%[inhibitor]	-9%	-8%	-6%	-2%
COc1cc(/C=C/C(=O)Nc2ccc3[nH]c(=O)[nH]c3c2)cc(OC)c1OC	-2	i	16%	-16%	i	1%	-5%	2%[7.66 µM]	0%
O=C(c1ccc(F)cc1)c1cn(Cc2ccccc2)c2cc3c(cc2c1=O)OCO3	·	·	-12%	-2%	-20%	·	-13%	6%	·
CC(C)NC(=O)C1(C)CSCC(=O)N1CCCN1CCOCC1 (stereo unspecified)	-5	i	-9%	7%	i	-2%	-6%	0%	·
CCCCc1nc2cc(C(=O)N(C)CCc3cn[nH]c3)ccc2o1	-6	i	-15%	-1%	-3%	-6%	-8%	-2%	6%
CCOC(=O)C1=CC[C@@H](c2ccccc2)N(S(=O)(=O)c2ccc(C)cc2)[C@H]1C	?	i	30%	3%	-56%[inhibitor]	-11%	-4%	?	12%
COc1cc(S(=O)(=O)N2CCN(C(=O)c3ccccc3F)CC2)c(OC)cc1NC(C)=O	7	i	·	23%	i	-5%	11%	0%	-13%
CCn1cnc2sc(C(=O)Oc3ccc(Br)cc3)c(C)c2c1=O	-2	i	7%	4%[9.22 µM]	i	1%	-19%	3%[7.66 µM]	5%
CC(COc1ccccc1)N1CCC(CO)(Cc2ccccc2)CC1 (stereo unspecified)	-89*	i	-23%	-7%	i	0%	-9%	?	-4%
O=C(COc1ccc(Br)cc1Br)NN1C(=O)c2ccccc2C1=O	-17	i	11%	-2%	-9%	5%	15%	-27%	1%
CCN(CC)C(=O)Cn1cc(S(=O)(=O)CC(=O)NCCc2ccccc2)c2ccccc21	21	i	·	0%	i	-2%	6%	6%	-4%

This is a subset; count on the stated rates, not on these rows.
